# Assay outcomes: PubChem, Sanford-Burnham Center for Chemical Genomics
# PfGluPho inh: PfG6PD (Plasmodium falciparum) enzyme inhibition; PfGluPho enzyme, NADPH resazurin-diaphorase fluorescence; inhibition, % at 20 µM; 0.78% of 350,000 active; AID 504690;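 active = inhibition reaching at least a set limit at 20 µM in the primary screen, cut at about 59% in these data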;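 also: 0% = DMSO wells with substrate and 100% = DMSO wells lacking glucose-6-phosphate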
# SENP6 inh: SENP6 protease inhibition; inhibition, % at 10 µM; Recombinant SENP6 catalytic domain, aminoluciferin luminescence; 1.8% of 330,000 active;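 active = inhibition above about 50% at the single tested dose, limit read from the data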;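 also: plate controls were DMSO wells with enzyme for no effect and DMSO wells lacking enzyme for full effect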
# SENP8 block-1: blocks the human protease SENP8; Q96LD8; purified SENP8, Z-RLRGG-aminoluciferin cleavage, luminescence; inhibition, % at 10 µM; 1.2% of 330,000 active; AID 2540; in the data active = inhibition above about 50%
# Target sequence (Q96LD8 whole entry, looked up): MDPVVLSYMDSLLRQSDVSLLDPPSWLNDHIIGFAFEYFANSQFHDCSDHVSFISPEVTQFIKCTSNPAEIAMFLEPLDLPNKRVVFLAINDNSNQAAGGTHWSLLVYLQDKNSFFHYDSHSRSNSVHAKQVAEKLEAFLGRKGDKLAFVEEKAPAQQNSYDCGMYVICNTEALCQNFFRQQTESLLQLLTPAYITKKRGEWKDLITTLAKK
# HKDC1 inh: blocks human hexokinase HKDC1 activity; AID 493160; recombinant HKDC1, G6PDH/diaphorase resazurin coupled fluorescence; inhibition, % at 20 µM; Q2TB90; 0.16% of 340,000 active;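 active = inhibition above about 35% when tested at 20 µM, limit read from the data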;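 also: plate controls were DMSO wells with enzyme for no effect and DMSO wells lacking enzyme for full effect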
#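 Material – in-house recombinant HK5 (HKDC1) enzyme · Quantity – HKDC1 at 5 µg/mL · Buffer or medium – pH 8.0 Tris buffer with 10 mM MgCl2 · Reagent – glucose with 1 mM ATP · Dosing – single 20 µM dose · Times – reaction time 90 min, room temperature, protected from light · Technique – resorufin fluorescence at 613 nm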
# SENP1 FRET inh: blocks the human SENP1 SUMO protease catalytic domain | Q9P0U3 | recombinant SENP1 catalytic domain, CyPet-SUMO1-YPet FRET cleavage | inhibition, % at 10 µM | 0.21% of 360,000 active;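 active = inhibition at least 30% at 10 µM, raw YFP signal under a set limit, fluorescence ratio 0.5 to 1.5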;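 also: 0% = enzyme with DMSO and 100% = no enzyme wells; some results filed as inactive read as strong as hits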
# Target sequence (Q9P0U3 419-644 limits assumed): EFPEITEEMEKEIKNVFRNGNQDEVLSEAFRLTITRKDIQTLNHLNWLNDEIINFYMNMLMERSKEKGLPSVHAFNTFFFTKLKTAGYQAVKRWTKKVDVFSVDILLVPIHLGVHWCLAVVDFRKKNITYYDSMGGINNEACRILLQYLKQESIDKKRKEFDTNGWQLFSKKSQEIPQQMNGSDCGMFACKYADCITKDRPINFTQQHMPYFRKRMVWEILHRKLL
#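 Test system: human SENP1 catalytic domain; medium: Tris pH 8 buffer plus EDTA, NaCl, BME, BSA, NP40, catalase; incubation: 50 min reaction at room temperature; technique: FRET, CFP and YFP emission; controls: no-enzyme low control and enzyme-plus-DMSO high control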
# SENP7 block: SENP7 protease inhibition. Q9BQF6. recombinant SENP7, Z-RLRGG-aminoluciferin luminescence, 40 min. inhibition, % at 5 µM. 1.5% of 330,000 active;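 active = inhibition above about 50% at the single test dose, limit read from the data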;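 also: plate controls were DMSO with enzyme for no effect and no enzyme buffer wells for full effect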
# Target sequence (Q9BQF6 706-1050 limits assumed): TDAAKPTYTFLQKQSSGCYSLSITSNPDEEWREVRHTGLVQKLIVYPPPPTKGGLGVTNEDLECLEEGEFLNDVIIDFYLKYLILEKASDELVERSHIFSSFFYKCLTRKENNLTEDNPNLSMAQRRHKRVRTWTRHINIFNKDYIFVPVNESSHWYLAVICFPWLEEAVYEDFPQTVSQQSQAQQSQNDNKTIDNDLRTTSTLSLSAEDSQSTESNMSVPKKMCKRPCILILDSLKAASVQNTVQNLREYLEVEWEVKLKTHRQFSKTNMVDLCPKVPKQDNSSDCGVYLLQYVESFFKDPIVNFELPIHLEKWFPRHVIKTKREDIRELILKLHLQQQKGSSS
# Apaf1 inhib: human Apaf-1 inhibition; 0.71% of 330,000 active; inhibition, % at 20 µM; reconstituted apoptosome caspase-3 activity, DEVD-Rh110 fluorescence; active = inhibition of at least 40% at 20 µM;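 also: plate controls were DMSO wells for no effect and DEVD-CHO caspase inhibitor wells for full effect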
#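 Assay system – apoptosome proteins · Medium – Hepes buffer, pH 7.5 · Also added – cytochrome c with DEVD-Rh110 · Timing – 30 min compound preincubation, 50 min activation, room temperature · Detection – Rh110 fluorescence, excitation 480 nm, emission 540 nm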
# SENP8 block-2: inhibitors of human SENP8 protease. Q96LD8. recombinant SENP8, Nedd8 substrate fluorescence. inhibition, % at 20 µM. 0.64% of 360,000 active. AID 602440; in the data active = inhibition mostly above about 40%, no sharp cut-off; inactive = mostly below about 27%
# * marks the source's active call; other numbers are inactive results; i = inactive; x = not tested or not shown.
# Start of the data: the first 5 compounds (preview)
SMILES,PfGluPho inh,SENP6 inh,SENP8 block-1,HKDC1 inh,SENP1 FRET inh,SENP7 block,Apaf1 inhib,SENP8 block-2
Cc1nc2sc(C(c3cccs3)N3CCOCC3)c(O)n2n1 (stereo unspecified),11,11,1,-1,-1,-3,0,3
O=C(Nc1ccccc1)/C(=C\c1ccccc1)NC(=O)c1ccco1,-9,-8,-1,-5,0,-4,-16,2
CCc1cc(C(=O)NN2C(=O)NC3(CCCCC3)C2=O)sc1C,-8,6,9,-1,1,1,-2,4
CCN(C(=O)COC(=O)/C=C/c1ccccc1Cl)c1c(N)n(Cc2ccccc2)c(=O)[nH]c1=O,-13,-10,-6,-7,2,10,26,-11
O=C(CSc1nc(-c2ccccc2)cc(=O)[nH]1)Nc1ccccn1,-32,-9,-4,-9,3,0,1,-87

# This part in full, from the first entry:
SMILES,PfGluPho inh,SENP6 inh,SENP8 block-1,HKDC1 inh,SENP1 FRET inh,SENP7 block,Apaf1 inhib,SENP8 block-2
Cc1nc2sc(C(c3cccs3)N3CCOCC3)c(O)n2n1 (stereo unspecified),11,11,1,-1,-1,-3,0,3
O=C(Nc1ccccc1)/C(=C\c1ccccc1)NC(=O)c1ccco1,-9,-8,-1,-5,0,-4,-16,2
CCc1cc(C(=O)NN2C(=O)NC3(CCCCC3)C2=O)sc1C,-8,6,9,-1,1,1,-2,4
CCN(C(=O)COC(=O)/C=C/c1ccccc1Cl)c1c(N)n(Cc2ccccc2)c(=O)[nH]c1=O,-13,-10,-6,-7,2,10,26,-11
O=C(CSc1nc(-c2ccccc2)cc(=O)[nH]1)Nc1ccccn1,-32,-9,-4,-9,3,0,1,-87
CC(=O)Nc1cccc(-c2csc(NCc3ccco3)n2)c1,20,-15,-14,-2,-10,-9,14,-21
Cc1cccc(NC(=O)c2ccccc2C(=O)Nc2cccc(C)c2)c1,7,-13,5,1,1,5,4,12
Cc1[nH]c2ccccc2c1C(=O)CN1CC(C)OC(C)C1 (stereo unspecified),12,-19,-4,-1,x,-9,9,x
O=[N+]([O-])c1ccc(CSc2ccc(S(=O)(=O)N3CCOCC3)cn2)cc1,16,-8,6,6,1,4,13,14
N#Cc1cc(Br)ccc1N=C1CCCN1c1ccccc1,-8,-24,-14,7,2,-10,15,8
Cc1cc(NC(=O)CCC(=O)N(CC(=O)NC2CCCC2)c2ccc(F)cc2)no1,-21,-25,-1,-6,-1,-1,-10,13
CC(=O)N/C(=C/c1cccnc1)C(=O)Nc1ccc(Cl)cc1,1,-5,2,-6,0,0,4,-2
O=C(NC1CCCCC1)c1cccc(COCC(F)(F)F)c1,6,-6,-8,-2,0,-2,2,19
Cc1ccc(SCc2cn3cccnc3n2)cc1,-2,-8,-4,1,2,-4,2,-145
Fc1cccc(NC(=S)N2CCc3ccccc32)c1,5,57*,10,1,4,2,4,6
Cc1ccc(C)c(N(CC(=O)NC2CCCCC2)C(=O)CNC(=O)c2ccco2)c1,3,-24,-9,3,0,6,2,3
COC(=O)N/N=C/c1ccc(-c2ccccc2Cl)o1,18,-36,-9,-2,-1,-2,8,-47
Cc1cc(C(=O)N2CCOCC2)ccc1[N+](=O)[O-],-3,-13,1,-2,-1,1,-10,11
COc1ccccc1OCCNC(=O)C1CC(=O)N(Cc2ccc(C)cc2)C1 (stereo unspecified),-5,-12,-1,1,1,-2,3,7
CCC(C)C(=O)Nc1nc(-c2ccc3c(c2)NC(=O)CO3)cs1 (stereo unspecified),64*,-4,-5,5,0,-2,10,2
Cc1cccc(C)c1OC(=O)CN(c1ccc(Cl)cc1)S(C)(=O)=O,-11,-6,-1,2,0,2,20,24
Cc1ccc(-c2nnn(CC(=O)NCCc3ccc4c(c3)OCO4)n2)o1,2,-8,2,-3,1,-5,13,33
O=C(COc1ncnc2sccc12)NC1CCCc2ccccc21 (stereo unspecified),-8,1,-6,-12,2,2,2,7
C=C1/C=C(\C)[C@](C)(O)C[C@H](O)CC(=O)[C@H](O)[C@@H](O)[C@H](C)C[C@H](C)OC(=O)/C(C)=C/CC/C=C/[C@@H]2O[C@H]2C[C@H](C)C1,x,6,-4,x,x,9,21,x

# Filtered by structure, the compounds so far containing an aryl thioether with sulfur outside any ring
SMILES,PfGluPho inh,SENP6 inh,SENP8 block-1,HKDC1 inh,SENP1 FRET inh,SENP7 block,Apaf1 inhib,SENP8 block-2
O=C(CSc1nc(-c2ccccc2)cc(=O)[nH]1)Nc1ccccn1,-32,-9,-4,-9,3,0,1,-87
O=[N+]([O-])c1ccc(CSc2ccc(S(=O)(=O)N3CCOCC3)cn2)cc1,16,-8,6,6,1,4,13,14
Cc1ccc(SCc2cn3cccnc3n2)cc1,-2,-8,-4,1,2,-4,2,-145

# More records
SMILES,PfGluPho inh,SENP6 inh,SENP8 block-1,HKDC1 inh,SENP1 FRET inh,SENP7 block,Apaf1 inhib,SENP8 block-2
COc1ccc(CSCC(=O)N/N=C/c2ccccc2OCc2ccccc2)cc1,89*,-7,-10,-2,-2,-6,2,2
CC1=C(C(=O)Nc2ccccn2)C(c2ccc(Cl)cc2Cl)NC(=S)N1 (stereo unspecified),14,8,0,-13,3,-2,6,7
CC(C)(C)c1ccc(SCCc2ccncc2)cc1,6,-3,-13,-2,-1,-4,10,6
O=C(NC(Cc1ccccc1)C(=O)O)c1ccc(S(=O)(=O)N2CCOCC2)cc1 (stereo unspecified),-14,-8,2,2,2,5,-14,13
O=C(CSc1nc2ccccc2o1)NCC(=O)c1ccccc1,-8,-3,-6,2,3,1,2,26
COCc1c(C(=O)N/N=C/c2ccncc2)nnn1-c1nonc1N,-11,-1,-7,-2,1,0,0,23
COc1ccc(NS(=O)(=O)c2cccc3nonc23)c(OC)c1,13,-3,8,-4,3,4,-5,9
CC(C)(CNC(=O)c1cc(-c2ccc(Cl)s2)nc2ccccc12)N1CCOCC1,6,-3,-8,4,-73,-4,18,i
S=C(NCc1ccccn1)Nc1ccc(Cl)cc1,14,-8,-4,-9,-9,-5,-2,8
O=C(O)CCS(=O)(=O)Cc1ccccc1Cl,3,-4,-35,-7,1,6,2,14
CSCCC(NC(=O)c1ccc([N+](=O)[O-])cc1Cl)C(=O)OCC(=O)NC1CCCC(C)C1C (stereo unspecified),2,-12,-8,-4,3,-1,5,25
Cc1cccnc1NCc1ccc(O)c2ncccc12,5,-1,2,-11,-1,10,5,11

# Record cards, from the list above:
# C=C1/C=C(\C)[C@](C)(O)C[C@H](O)CC(=O)[C@H](O)[C@@H](O)[C@H](C)C[C@H](C)OC(=O)/C(C)=C/CC/C=C/[C@@H]2O[C@H]2C[C@H](C)C1 in the list: PfGluPho inh = x; SENP6 inh = 6; SENP8 block-1 = -4; HKDC1 inh = x; SENP1 FRET inh = x; SENP7 block = 9; Apaf1 inhib = 21; SENP8 block-2 = x
# Cc1ccc(C)c(N(CC(=O)NC2CCCCC2)C(=O)CNC(=O)c2ccco2)c1 in the list: PfGluPho inh = 3; SENP6 inh = -24; SENP8 block-1 = -9; HKDC1 inh = 3; SENP1 FRET inh = 0; SENP7 block = 6; Apaf1 inhib = 2; SENP8 block-2 = 3

# Going on with the list:
SMILES,PfGluPho inh,SENP6 inh,SENP8 block-1,HKDC1 inh,SENP1 FRET inh,SENP7 block,Apaf1 inhib,SENP8 block-2
CC(C)(C)OC(=O)N[C@H](C(=O)OC(C)(C)C)c1ccccc1,9,-10,11,-4,-1,-8,-7,8
Cc1[nH]c2ccccc2c1/C=C/c1nc2ccccc2c(=O)n1-c1cccc([N+](=O)[O-])c1,-8,-7,3,-8,-50,8,-1,16
N/C(CCS(=O)(=O)c1ccc(Cl)cc1)=N\OC(=O)c1ccccc1Cl,3,-14,4,-3,1,6,-6,9
CCN(CC)S(=O)(=O)c1cc(C(=O)OCC(=O)Nc2ccc(-c3nc4ccc(C)cc4s3)cc2)ccc1F,-3,9,3,17,-8,9,-8,-393
COC(=O)c1cn(NC(=O)/C=C/c2cccc(OC)c2OC)c(=O)c2ccccc12,x,2,-8,x,x,3,2,x
CCn1c(C)nc2cc(C(=O)NN=Cc3ccc([N+](=O)[O-])cc3)ccc21,9,-7,-7,-1,3,-8,-7,13
CC(C)(C)SCCNS(=O)(=O)c1ccccc1,-2,-16,-5,-9,1,-12,3,10
COc1ccc(OCc2nnc3n2N=C(c2ccc(OC)cc2)CS3)cc1,14,-1,6,-2,3,-2,-2,13
COc1ccc(CC2(CO)CCN(Cc3ccc(NC(C)=O)cc3)CC2)cc1,-13,9,0,-3,1,-6,1,16
COc1cc(NC(=O)NCCN2CCN(c3ccc(Cl)cc3)CC2)ccc1C,-11,-11,-9,-1,3,-3,14,19
COc1cccc(CNC(=O)CCn2c(=O)c3cccn3c3cccnc32)c1,-3,-1,-2,-7,-2,-2,-10,-41
Nn1c(SCc2cn3ccccc3n2)nnc1-c1ccncc1,-1,-14,-6,-3,0,-10,-2,17
COc1ccc(NC(=O)COC(=O)c2ccc(S(=O)(=O)N(C)c3ccccc3OC)cc2)cc1,-5,x,x,5,1,x,x,9
COc1cc(CCC(=O)N2CCN(S(=O)(=O)c3ccc(C)cc3)CC2)cc(OC)c1OC,-9,-6,-12,0,0,-8,10,-1
COc1ccc(S(=O)(=O)N2CCCCCC2)cc1C(=O)NCc1ccc(C)cc1,1,0,-4,5,2,9,12,4
COc1ccc(NC(=S)NCc2ccccc2)c(OC)c1,-12,15,-1,1,1,10,-6,7
CCOc1ccc(NC(=O)Cn2nnc(C(=O)NCCc3ccc(OC)c(OC)c3)c2N)cc1,-23,2,6,-1,3,0,8,15
COc1ccccc1C(CNC(=O)c1ccc(C)c(S(=O)(=O)N2CCCCC2)c1)N1CCCC1 (stereo unspecified),-12,-8,-2,-2,-2,8,7,1
CN1CCN(c2ccccc2NC(=O)c2ccc(-c3ccc(Cl)cc3Cl)o2)CC1,24,-6,-3,-2,0,-3,14,-9
O=C(Cc1ccc(Cl)cc1)Nc1cccc(C(=O)Nc2ccccc2C(=O)O)c1,-35,26,6,6,2,0,4,12
COCCNC(=O)c1ccccc1NC(=O)c1cc(OC)cc(OC)c1,4,13,8,-1,4,-2,2,8
CCOc1ccc(CCNC(=O)COC(=O)C2CC2)cc1OCC,-8,-5,-3,-4,1,7,2,6
Cc1ccc(C(=O)COC(=O)C(C)N2C(=O)C3C4C=CC(C4)C3C2=O)cc1 (stereo unspecified),-10,-11,-5,-1,0,4,6,24
CCOC(=O)c1[nH]c(C)c(C(=O)Nc2cccc(Cl)c2C)c1C,5,-5,3,-10,-1,2,-14,7
CC(C)(C)n1c(=O)[nH]c2c(c1=O)CCC2,-5,7,-2,-7,0,2,-3,17
Cn1cccc1C(=O)/C(C#N)=C/c1ccc(F)cc1,-1,15,-1,5,14,0,4,10
